Screening results from PubChem BioAssay.
MCF10A rereplic: DNA re-replication induction in MCF 10a cells. AID 624296. MCF 10A DNA re-replication, Hoechst nuclear intensity, 48 h. Potency, µM (series often up to 46.1 µM), without a hit: at the top dose activity, positive = re-replication, hits mostly activators. 350,000 compounds, 2.9% hits; also: potency is read from the fitted curve at half-maximal effect; % of control where 0% means no effect; nearly all actives have a fitted effect of over 50% in size
A549 viability: A549 cytotoxicity, counter-screen for Nrf2 inhibitors; A549 ARE-Fluc cells, CellTiter-Fluor viability, 18-24 h; Potency, µM (highest dose often 46 µM), inactives show at the top dose activity change, negative = cytotoxicity, most hits filed as inhibitors; 390,000 compounds, 0.16% hits; AID 504648; also: potency is read from the fitted curve at half-maximal effect; % is scaled to controls: 0 for no effect and ±100 for the full control effect
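A549 ARE-Fluc cells in 5% FBS OPTI-MEM, 5000 cells/well, rested 2 h then exposed to compounds in concentration-response for 18-24 h at 37 °C. Viability by CellTiter-Fluor fluorescence (Ex 405/Em 525) after 30 min; luciferase luminescence (BugLite, 15 min, RT) read afterwards.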
Nrf2 block: inhibitors of Nrf2 signaling; Potency, µM (series often up to 46 µM), for the others: at the highest dose activity change, negative = inhibition, actives largely listed as inhibitors; 360,000 compounds, 2.1% hits; AID 504444; A549 ARE-Fluc reporter, luciferase luminescence, 18-24 h; also: potency is read from the fitted curve at half-maximal effect; % is scaled to controls: 0 for no effect and ±100 for the full control effect; nearly all actives have a fitted effect of over 60% in size
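A549 ARE_Fluc cells, 5000/well, 5% FBS OPTI-MEM; compounds in dose-response, 18-24 h at 37 °C/5% CO2; CellTiter-Fluor viability read (Ex 405/Em 525), then BugLite luciferase luminescence = Nrf2 activity.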
TGFb inhibitor: TGF-b pathway inhibition. HepG2 CAGA-GFP TGF-b/SMAD3 reporter, GFP fluorescence, 18 h; TGF-beta stimulated, 500 pg/mL final. Potency, µM (highest dose often 46.1 µM), without a hit: top-dose activity, negative = inhibition, actives largely listed as inhibitors. 410,000 compounds, 1.2% hits; also: potency is read from the fitted curve at half-maximal effect; % is scaled to controls: 0 for no effect and ±100 for the full control effect; nearly all actives have a fitted effect of over 65% in size
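Inhibition was scored as loss of TGF-beta-induced (500 pg/mL final, 18 hours, 37 degrees C) GFP in HEPG2 cells carrying a CAGA-GFP reporter, in DMEM with 1% FBS. Well GFP was summed per cell; Activity was normalised to unstimulated and stimulated DMSO wells, then concentration-response fitting.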
S2 tox: cell viability loss in ATXN counter-screen | 400,000 compounds, 0.49% hits | AID 651635 | S2 cells (HEK-293 line with an ATXN2-luciferase reporter) viability, CellTiter-Fluor protease fluorescence, 24 h | Potency, µM (titrated, usually from 56.7 µM), usual class: cytotoxic; also: potency is read from the fitted curve at half-maximal effect; nearly all actives have a fitted effect of over 40% in size
Nrf2 ARE act: activators of Nrf2 (ARE) signaling. AREc32 ARE-luciferase reporter (MCF7-derived line), luminescence, 24 h. Potency, µM (series often up to 46.1 µM), inactives show at the highest dose activation, actives largely listed as activators. 410,000 compounds, 0.31% hits. AID 624171; also: potency is read from the fitted curve at half-maximal effect; % of control where 0% means no effect; nearly all actives have a fitted effect of over 65% in size
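Each well held 1000 AREc32 cells, which were incubated with compound for 24 hr at 37 deg C after overnight attachment, and ARE reporter activity was quantified by firefly luciferase luminescence.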
IL-1B inflam inh: blocks inflammasome-driven IL-1 beta release | THP-1 LPS/ATP IL-1B secretion, AlphaLISA, 16 h; hits give low values | activity change, % at 57.5 µM | 360,000 compounds, 4.7% hits; in the data active = activity change below about -50%; inconclusive = mostly about -30% to -49%; also: % is scaled to controls: 0 for no effect and ±100 for the full control effect
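Secreted IL-1B measured by AlphaLISA bead assay after 16 h compound exposure of THP-1 cells; compounds (final up to 57.5 uM) added 1 h before LPS (250 ng/mL) and ATP (1.25 mM) stimulation; lower signal means less secretion.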
HepG2 tox: kills HepG2 cells in TGF-b inhibitor counter-screen; 410,000 compounds, 0.76% hits; Potency, µM (series often up to 46.1 µM), for inactives: top-dose activity change, negative = cytotoxicity, most hits filed as cytotoxic; HepG2 CAGA-GFP viability, ATP luminescence, 18 h; also: potency is read from the fitted curve at half-maximal effect; some results filed as inactive show a strong effect at the top dose
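CellTiter-Glo luminescence gave cytotoxicity after 18 hours at 37 degrees C. The cells were HepG2 CAGA-GFP in 1% FBS DMEM, stimulated with 500 pg/mL TGF-beta after compound addition. %Activity was normalised to no-cell wells (complete cell-killing) and DMSO (no toxicity), and curves were fitted and classified.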
ATXN2 expr inh: ATXN2 expression inhibition; Potency, µM (highest dose often 57 µM), for the others: at the highest dose activity change, negative = inhibition, usual class: inhibitors; 360,000 compounds, 0.72% hits; HEK-293 ATXN2-luciferase reporter, luminescence, 24 h; AID 1745845; also: potency is read from the fitted curve at half-maximal effect; % is scaled to controls: 0 for no effect and ±100 for the full control effect; nearly all actives have a fitted effect of over 55% in size
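ATXN2-luciferase reporter cells (luciferase flanked by upstream and downstream ATXN2 gene portions) were treated 24 h at 37 °C with compounds at up to 57 uM. SteadyGlo luminescence gave expression; GF-AFC fluorescence gave viability.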
An asterisk follows results filed as active; i = inactive; ? = inconclusive; . = no result given; [ ] = another dose, or the depositor's remark. Unless noted, calls follow the shape of the dose curve; as a rule, active = well fitted curve in the direction sought with a large enough effect; inconclusive = small, poorly fitted or top-dose-only effect, or another doubt; inactive = no such curve, though single readings can be large; an effect the other way counts as inactive or inconclusive.

Structure	MCF10A rereplic	A549 viability	Nrf2 block	TGFb inhibitor	S2 tox	Nrf2 ARE act	IL-1B inflam inh	HepG2 tox	ATXN2 expr inh
CN(CCO)c1ccc(-c2nn(C)c(=O)c3ccccc23)cc1[N+](=O)[O-]	6%	-11%	-16%	1%	?	0.7%	-16	-25%	.
COc1cc(NC(=O)c2cccnc2SC)cc(OC)c1	11%	2%	3%	3%	i	-0.3%	6	-5%	-14%
COC(=O)Nc1ccc2c(c1)OCO2	-1%	-9%	3%	-4%	i	0.4%	2	-6%	7%
CCOC(=O)c1[nH]cnc1C(=O)Nc1ccc(Cl)cc1	0%	1%	?	-1%	?	0.2%	-11	-14%	-33%
Cc1ccc(CN2CCc3[nH]c(=O)[nH]c(=O)c3C2)cc1	-1%	1%	11%	-20%	i	-1.1%	22	-1%	8%
CCOc1ccc(C(C)NC(=O)c2ccc3c(c2)NC(=O)C(C)S3)cc1OCC (stereo not given)	55%	0%	?	-5%	i	0.1%	?	-7%	-20%
CCOc1ccc(NC(=O)NNC(=O)c2ccc(CC)s2)cc1	-7%	4%	-5%	3%	i	-1.2%	-1	24%	.
COc1cccc(N2CCN(C3CC(=O)N(c4ccc(F)c(Cl)c4)C3=O)CC2)c1 (stereo not given)	-12%	-11%	?	-2%	i	-0.4%	34	-7%	-6%
O=C(Cc1ccc(NC2=NC3CS(=O)(=O)CC3S2)cc1)NCc1ccccc1 (stereo not given)	-1%	-2%	10%	1%	i	-0.4%	5	3%	6%
COc1ccccc1NS(=O)(=O)c1cc(NC(=O)c2cc[n+]([O-])cc2)ccc1N1CCCC1	15%	5%	?	-19%	i	0.5%	-7	10%	11%
CCCCN1CC(O)=C(c2nc(-c3ccc(Br)cc3)cs2)C1=N	?	1%	2%	1%	i	0.1%	3	4%	?
OC[C@H]1O[C@@H](c2nc(-c3cccc4ccccc34)no2)[C@H](O)[C@@H]1O	.	.	.	1%	i	-0.4%[9.22 µM]	-68*	-43%	8%
CCc1cc(C(=O)N2CCCC(CCC(=O)NCc3cccc(OC)c3)C2)no1 (stereo not given)	-18%	-6%	2%	12%	?	4.7%	1	-4%	1%
CCOC(=O)c1cc(-c2ccc(C)cc2)n(CCC(=O)Nc2cc(Cl)ccc2C)c1C	.	-4%	-10%	10%	i	-0.1%	.	6%	8%
COc1ccc(OCCNC(=O)c2ccc3nc(C)c(N(C)C(=O)CCc4ccccc4)n3c2)cc1	.	.	.	-4%	i	0.2%	-10	3%	-5%
O=C(NC(=S)Nc1nc(-c2ccc(Br)cc2)cs1)c1ccco1	47%	-1%	9%	7%	i	4.1%	7	1%	-29%
O=C(COC(=O)CCOc1ccccc1)NCc1ccco1	-5%	-6%	-3%	4%	i	-0.5%	10	-15%	2%
COc1ccc([C@H]2CC(=O)C[C@@H](CCn3cc(Cc4ccccc4)nn3)O2)cc1	.	.	.	.	i	-0.1%	24	.	9%
O=C(CS(=O)CC(=O)N(CC(=O)NC1CCCC1)C1CCCC1)Nc1ccc(F)cc1 (stereo not given)	-1%	-2%	.	-21%	i	0.2%	-10	-4%	-9%
COC(=O)c1cc2sccc2n1Cc1ccc(F)cc1Cl	.	2%	?	17%	i	0.6%	.	-26%	-7%
COc1ccccc1N1C(=O)C=C(Sc2nc(C)cc(C)n2)C1=O	-14%	4%	3%	11µM*	i	-0.9%	-8	11µM*	-28%
O=C(Cc1csc(Nc2nc(=S)[nH]c3ccccc23)n1)N1CCN(c2cccc(Cl)c2)CC1	?	-4%	?	4%	.	5.0%	64	-22%	-33%
CCN(CC)C(=O)C1=C(C)N(Cc2ccc(F)cc2)C(=O)C(CC(=O)NCCN2CCOCC2)C1 (stereo not given)	.	.	.	0%	i	0.3%	3	-2%	-8%
C[C@@H]1COc2cccc(N(C)CCO)c2S(=O)(=O)N1	.	.	.	.	i	0.4%	20	.	11%
COc1ccccc1-c1cc2nc(C)cc(C)n2n1	?	-10%	?	32%[activator]	?	11%	15	20%	27%
COC(=O)N=Nc1c(O)n(Cc2ccccc2)c2ccccc12	13%	-3%	-3%	-21%	i	-0.9%	-10	2%	-17%
COc1cc(/C=N/NC(=O)c2cc3ccccc3[nH]2)ccc1O	3%	1%	-13%	-1%	i	6.7%	-7	-27%	18%
CN(CC(=O)Nc1ccc(F)cc1)C(=O)CN1C(=O)NC2(CCCCC2)C1=O	-2%	2%	1%	19%	i	-0.8%	6	2%	2%
COc1cccc(NC(=O)CSc2cc(=O)n(C)c3ccc(Cl)cc23)c1	.	-11%	-28%	-27%	i	0.2%	.	-18%	-3%
CCC(C)NC(=O)c1c(F)c(F)c(F)c(F)c1F (stereo not given)	1%	-4%	.	6%	i	-0.2%	1	12%	17%
S=c1[nH]c2ccc(Cl)cc2[nH]1	2%	-13%	0%	1%	i	4.4%	25	10%	-10%
CC1CN(CCOc2ccccc2C(C)C)CC(C)O1 (stereo not given)	?	-2%	5%	-18%	i	3.4%	19	-9%	3%
NC(=O)NC(Cc1ccccc1)C(=O)NCC1(N2CCCCC2)CCCCC1 (stereo not given)	-13%	1%	9%	-3%	i	0.0%	23	3.5µM*	2%
CCN1C(C(=O)c2ccccc2)=C(NC(=O)c2ccc(Cl)cc2)c2ccccc2S1(=O)=O	.	2%	-2%	-6%	i	2.8%	.	-22%	-21%
O=C(Nc1ccc2c(c1)OCO2)C1CCN(S(=O)(=O)c2cccc3cccnc23)CC1	-2%	-16%	-16%	21%	i	-0.3%	-5	-7%	1%
Cc1c(NC(=O)COC(=O)C2(c3ccccc3F)CCCC2)c(=O)n(-c2ccccc2)n1C	-2%	-2%	-24%	1%	i	-0.6%	-15	0%	-3%
O=C(NCc1ccccc1C(F)(F)F)C12CN(Cc3ccccc3)CC1C(c1ccc([N+](=O)[O-])cc1)=NO2 (stereo not given)	4%	5%	7%	-19%	i	-1.6%	-5	0%	8%
CC1(C)OC2OC(COC(=O)c3ccccc3)C3OC(C)(C)OC3C2O1 (stereo not given)	0%	7%	?	?	i	2.5%	16	-2%	18%
CCC(Oc1ccc(Cl)cc1)C(=O)N1CC(=O)Nc2ccccc21 (stereo not given)	-1%	8%	-5%	-50%	i	-0.5%	0	-5%	-4%
Cc1ccc(NC(=O)Nc2ccc3c(c2)CCC3)cc1C	-3%	-1%	19%	-8%	i	0.1%	-16	3%	40%[activator]
Cc1cccc(C)c1NC(=O)CN1CCN(C(=O)CCC(=O)N2CCC(c3ccccc3)=N2)CC1	.	.	.	-8%	?	-1.4%	2	-54%	.
CC(=O)Nc1cccc(/C(C)=N/NC(=O)c2ccc(NS(=O)(=O)c3cccs3)cc2)c1	-1%	7%	9%	1%	i	2.0%	-29	-15%	-16%
Cc1ccc(C)c(OCc2nnc(SCC(=O)NCc3ccc4c(c3)OCO4)o2)c1	5%	0%	-1%	-5%	i	0.3%	19	-18%	-23%
CCN(CC)C(=O)C1=C(C)N(CCC2=CCCCC2)C(=O)C(CC(=O)NCc2cccs2)C1 (stereo not given)	.	.	.	-10%	i	0.0%	?	-23%	-19%
CCSc1nc2c(c(=O)n1CC)SC(C)C2 (stereo not given)	?	0%	8%	?	i	-0.1%	10	-5%	1%
O=C(C=Cc1ccccc1)CC(c1ccccc1)N1CCOCC1 (stereo not given)	3.7µM*	?	?	?	.	?	-98*	13µM*	?
CCSc1ncc(Cl)c(C(=O)Nc2nc3ccc(OC)cc3s2)n1	.	?	?	34%	i	3.1%	.	-2%	8%
CCn1c(=S)sc2c(=O)n(-c3ccccc3)c(SC)nc21	-15%	-3%	.	?	?	-0.7%	-16	-2%	?
CN1[C@@H](COCc2ccccc2)C=CS1(=O)=O	.	.	.	8%	i	-0.3%	0	0%	15%
CCOCCCNC(=O)CN1C(=O)CSc2ccc(S(=O)(=O)N3CCOCC3)cc21	1%	2%	7%	-7%	i	0.1%	2	4%	7%
COc1ccc(CNC(=O)c2cccc(N3CCCC3=O)c2)cc1	5%	7%	10%	3%	i	-0.9%	6	1%	1%
CCCNC(=O)c1ccc(N2CCC3(CC2)CC(c2ccccc2)=NO3)c(NC(=O)c2ccco2)c1	27%	-15%	1%	-8%	i	1.9%	-15	-16%	-16%
CCc1nnc(N2C(=O)c3ccc(Oc4ccc([N+](=O)[O-])cc4)cc3C2=O)s1	-3%	-1%	1%	5%	i	3.8%	4	3%	11%
O=C(NCc1cccnc1)c1ccc(NS(=O)(=O)c2cccc([N+](=O)[O-])c2)cc1	6%	0%	-6%	3%	i	2.7%	11	8%	7%
CN1CCN(c2ccc(NC(=O)COc3ccc4ccccc4c3)cc2)CC1	16µM*	-16%	?	-9%	i	-0.7%	8	-9%	-14%
COc1cccc(C(=O)N2CCCC(c3nc(-c4cccs4)no3)C2)c1 (stereo not given)	7%	-5%	?	?	i	2.2%	11	14%	5%
COc1ccc(-c2c3c(=O)n(C)c(=O)n(C)c3c3n2-c2ccccc2NC3c2ccc(OC)cc2)cc1 (stereo not given)	.	5%	12%	-20%	i	0.9%	.	-1%	11%
Clc1ccc(-n2ncc3c(N4CCCCCC4)ncnc32)cc1	4%	5%	?	6%	i	-3.9%	-6	0%	-16%
Cc1ccc(OCC(=O)Nc2nc(-c3ccc(Br)cc3)ns2)cc1C	.	-4%	4%	-3%	.	0.4%	.	10%	.
